Source: PubChem BioAssay
ARNT TACC3 PPI – ARNT/TACC3 interaction disruption. Q9Y6A5. AlphaScreen His-ARNT PAS-B/GST-TACC3 binding, luminescence; TACC3 fragment carries E629A point mutation. inhibition, % at 9.99 µM. 390,000 compounds, 0.66% hits;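 active = mean inhibition of replicates at least 50% and at least half of replicates each reaching 50%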;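 also: 0% = complete ARNT plus TACC3 wells and 100% = ARNT alone without TACC3; many hits fall short of the cut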
An asterisk follows results filed as active. A portion of the library; the hit share may differ from the screen's.

SMILES | ARNT TACC3 PPI
O=C(NCC12CC3CC(CC(C3)C1)C2)c1cc2n(n1)C(C(F)(F)F)CC(c1ccco1)N2 (stereo not drawn) | -9.2
Cc1cc(=O)[nH]c(SCC(=O)Nc2ccccc2C#N)c1C#N | -0.2
COC(=O)c1ccc(NC(=S)Nc2ccc3ccccc3c2)cc1 | 3.9
N/C(Cc1cccc2ccccc12)=N\OC(=O)c1cccs1 | -4.9
CCN(Cc1ccccc1)C(c1ccc(C)cc1)c1nnnn1C(C)(C)C (stereo not drawn) | -7.7
O=C1CC(Sc2nnnn2-c2ccccc2)C(=O)N1c1cccc(Cl)c1 (stereo not drawn) | -0.9
NC(=O)Cc1cn(-c2ncc(C(F)(F)F)cc2Cl)c2ccccc12 | 4.6
CCc1nc2ccccc2n1CC(C)C(=O)O (stereo not drawn) | -6.6
Cc1cc(F)ccc1S(=O)(=O)Nc1ccccc1C(=O)Nc1ccc2[nH]c(=O)[nH]c2c1 | 26.5
O=S(=O)(NCCCO)c1ccc2c(c1)Cc1cc(S(=O)(=O)NCCCO)ccc1-2 | -4.0
COc1ccc(N2CCN(C(=O)C34CCC(C)(C(=O)C3)C4(C)C)CC2)cc1 (stereo not drawn) | -5.4
COc1ccc(C2=NCN(c3ccc(C)cc3)C(=S)N2)cc1 | 13.7
COc1ccc(/C=c2\sc3nc(-c4ccccc4)c(-c4ccccc4)n3c2=O)cc1OC | 20.7
O=C(COc1ccccc1-c1ccccc1)N/N=C/c1cccc2ccccc12 | -3.6
CCC(Sc1nc2cc(OC)c(OC)cc2c(=O)n1Cc1ccco1)C(=O)NCCOC (stereo not drawn) | -1.1
COc1ccc(NC(=O)Cn2c(-c3ccc(OC)cc3)cn(-c3ccc(C)cc3)c2=O)cc1 | 2.5
Nc1nnc(SCc2ccc(F)cc2)n1-c1ccccc1 | 1.6
Cc1ccc(NC(=O)CSc2nccn2Cc2ccccc2)cc1C | 2.9
S=C1NC(c2ccccc2)N2C(=S)NC(c3ccccc3)N12 (stereo not drawn) | -3.6
CC[n+]1c(/C=C/Nc2ccccc2)oc2ccccc21 | 2.1
Cc1occc1C(=O)Nc1ccc(S(=O)(=O)N2CCN(C)CC2)cc1 | 0.7
C=CCn1c2ccccc2c2nnc(SCC(=O)NC(C(=O)OC)C(C)C)nc21 (stereo not drawn) | -7.3
Cn1c(=O)c2c(nc(N3CCOCC3)n2CCCNC2=NCCC2)n(C)c1=O | -9.7
CCC(CC)C(=O)NCCc1cc2ccc(OC)cc2[nH]c1=O | -0.4
Cn1c(=O)[nH]c(=O)c2c1nc(N1CCOCC1)n2CCSc1nc2ccccc2[nH]1 | -13.0
COc1ccc(NC2=Nc3ccccc3CC2)cc1 | 3.9
Cc1cc(Oc2ccc(-c3ccccc3)cc2)nc(N2CCOCC2)n1 | 7.3
COc1ccc(N2CCN(Cc3oc(CO)cc(=O)c3O)CC2)cc1 | 5.3
CC1=CC(C)(C)N2C(=O)C3(C(C#N)=C(N)Oc4cc(C)oc(=O)c43)c3cc(C)cc1c32 (stereo not drawn) | -1.8
COc1ccc(NC(=O)C2CC(=O)NC(Nc3cccc(C)c3)=N2)cc1 (stereo not drawn) | -6.5
CCc1ccccc1NC(=O)c1ccc(CN2CCC(Cc3ccccc3)CC2)cc1 | 0.6
COc1cc(CSc2nnnn2-c2ccc(C)cc2)cc(OC)c1OC | -0.1
CSCCC(NC(=O)c1ccccc1)C(=O)NCc1ccco1 (stereo not drawn) | 8.9
O=C(OCc1nnc(-c2ccccc2)o1)c1ccc2c(c1)OCO2 | -2.0
CCCOC(=O)Nc1ccccc1C(N)=O | -3.9
CN1C(=O)C(O)(C2COC(C)(C)CC2=O)c2cc(Br)ccc21 (stereo not drawn) | -2.6
CCSc1nc2c(c(=O)[nH]1)C(c1cccnc1)C(C(=O)OC)=C(C)N2 (stereo not drawn) | 1.7
CCOC(=O)Nc1cc2c(cc1C(C)=O)OCO2 | 4.1
FC(F)Sc1nnc(-c2cccs2)n1-c1ccccc1 | 0.5
Cn1c(N2CCN(c3ccccn3)CC2)nc2c1c(=O)n(Cc1ccc(Cl)cc1)c(=O)n2C | 11.9
CCCCC(NC(C)=O)c1nc2ccccc2n1CCCC (stereo not drawn) | 2.2
COc1ccc([N+](=O)[O-])cc1NC(=S)Nc1ccccc1 | 1.3
N#Cc1c(N)nc2c(c1-c1ccncc1)CCCCCC2 | -4.2
COC(=O)CCC(=O)N1CCc2cc(S(=O)(=O)N3CCc4ccccc43)ccc21 | -7.3
N#CC(c1ccc(Cl)cc1)c1ccc(Cl)nn1 (stereo not drawn) | -10.2
COc1ccc(C(=O)N2CCCC(c3ccccc3)C2)cc1 (stereo not drawn) | -2.9
CCOc1ccc(NC(=O)CN(c2ccc(OC)cc2)S(C)(=O)=O)cc1 | -2.1
CC1CCCC(NC(=O)CSc2nccn2C)C1C (stereo not drawn) | 0.6
Cc1ccc(-c2c(C)sc(=NC(=O)c3ccco3)n2C)cc1 | -7.7
NC(=O)COc1c(-c2ccccc2)oc2ccccc2c1=O | -12.2
O=C(CSc1nnc(-c2ccccc2NC(=O)c2ccccc2)o1)OC1CCCCC1 | -5.7
CCOc1ccc(-c2c(C(=O)N/N=C/c3ccc(C)s3)nnn2-c2nonc2N)cc1 | 8.8
O=C(CCCOc1ccccc1)Nc1ccc(S(=O)(=O)N2CCOCC2)cc1 | 1.0
O=C(NCc1ccccc1Cl)c1csc2c1CCCCC2 | 4.1
CCCCc1ccc(NC(=O)CSC2=C(C#N)C(c3ccco3)C3=C(CCCC3=O)N2)cc1 (stereo not drawn) | -11.7
CCOC(=O)c1oc2cc(O)ccc2c(=O)c1-c1ccccc1OC | -2.5
CCN(CCCNC(=O)CCNC(=O)Cn1cnc2ccccc2c1=O)c1ccccc1 | -1.7
COc1ccc(-c2cc(C(=O)OCC(=O)Nc3cc(C)on3)c3ccccc3n2)cc1OC | -2.7
COc1ccccc1NC(=O)CS(=O)(=O)c1cccc2nsnc12 | -4.7
O=C(NCC1COc2ccccc2O1)C1CCN(S(=O)(=O)c2cccc3nsnc23)CC1 (stereo not drawn) | 9.8

Exported with the structure last: five of the compounds above
| ARNT TACC3 PPI | compound |
| --- | --- |
| -0.4 | CCC(CC)C(=O)NCCc1cc2ccc(OC)cc2[nH]c1=O |
| -13.0 | Cn1c(=O)[nH]c(=O)c2c1nc(N1CCOCC1)n2CCSc1nc2ccccc2[nH]1 |
| 3.9 | COc1ccc(NC2=Nc3ccccc3CC2)cc1 |
| 7.3 | Cc1cc(Oc2ccc(-c3ccccc3)cc2)nc(N2CCOCC2)n1 |
| 5.3 | COc1ccc(N2CCN(Cc3oc(CO)cc(=O)c3O)CC2)cc1 |

Remaining list, next part.
SMILES | ARNT TACC3 PPI
CC(NC(=O)C1(C)CC1(Br)Br)C(C)(C)C (stereo not drawn) | 1.4
COc1ccc(Nc2ncnc3nc[nH]c23)cc1OC | 5.8
CC(C)CC(C(=O)O)C(C)CC(=O)Nc1ccn(-c2ccccc2)n1 (stereo not drawn) | 1.7
Cc1cccc(-n2c(-c3ccncc3)n[nH]c2=S)c1 | -4.0
CSc1ccc(/C=C/C(=O)c2ccc(NC(=O)C(C)C)cc2)cc1 | -9.6
Nn1cnnc1SCC(=O)Nc1ccc(C2CCCCC2)cc1 | -6.1
Cc1cc(Cl)c(OCCN2C(=O)NC(C)(C)C2=O)c(Br)c1 | 14.4
CS(=O)(=O)N(Cc1ccc(C(=O)NCc2ccco2)cc1)c1ccccc1 | -6.0
COc1cccc(CNS(=O)(=O)c2cccc(S(=O)(=O)N3CCOCC3)c2)c1 | -8.4
c1coc(-c2nnc(SCc3cn4ccccc4n3)o2)c1 | 1.7
Cc1nc(=O)c(-c2ccccc2)c(C)n1CCCCCC(=O)O | -9.8
COc1cc(/C=N/n2nnnc2Nc2ccccc2)cc(OC)c1OC | 5.3
CCOC(=O)C(O)(C1C(=O)CC(C)(C)CC1=O)C(F)(F)F (stereo not drawn) | 19.1
CCC(CC)NC(=O)c1cc(OC)c(OC)c(OC)c1 | -7.7
C=CCN1C(c2ccccc2)=CS/C1=C(\C#N)c1nnc2n1CCCCC2 | -4.2
O=C(CSCc1ccco1)Nc1cc(C(F)(F)F)ccc1N1CCOCC1 | -6.2
CCCN(CCC)C(=O)CSc1nc2n[nH]c(C)c2c(=N)n1-c1ccc(OCC)cc1 | 7.0
Cc1cc(OCCOc2cccc3cccnc23)cc(C)c1Cl | -4.9
CCOC(=O)COn1c(=O)c(=O)n(OC)c2ccccc21 | 13.2
Cc1c(=O)n(OCc2ccccn2)c2ccccc2[n+]1[O-] | -15.6
Cc1ccc(CSCCNC(=O)c2ccc(Cl)c(S(=O)(=O)N3CCOCC3)c2)cc1 | 0.7
O=C(CC1SC(N2CCCCC2)=NC1=O)Nc1cccc(C(=O)O)c1 (stereo not drawn) | -20.2
CC(C)CC(=O)Nc1nnn(C)n1 | -5.8
Cc1nc2cc(NS(=O)(=O)c3c(C)c(C)cc(C)c3C)ccc2s1 | 1.6
O=S(=O)(NCCc1ccccc1)c1ccccc1 | -11.8
CCn1c(Cc2cccs2)nnc1SCC(=O)c1ccc(C)cc1 | 0.5
CSc1sc(C)cc1C1C(C#N)=C(N)N(c2cccnc2)C2=C1C(=O)CC(C)(C)C2 (stereo not drawn) | 1.1
CCOc1ccc(CNc2ccc3c(c2)nc(C)n3C)cc1 | 2.7
O=C(Nc1ccc(Cl)cn1)c1ccc(-c2ccc(Cl)c(Cl)c2)o1 | -10.5
CCC1CCC(NC2CCCCNC2=O)CC1 (stereo not drawn) | -4.5
CN1CCN(C(=O)/C(=C/c2ccccc2)c2ccccc2)CC1 | 1.7
Cc1ccc(Sc2ccc(/C=N/O)cc2[N+](=O)[O-])cc1 | -2.0
CCc1cc(-c2[nH]ncc2-c2ccc([N+](=O)[O-])cc2)c(O)cc1OC | 37.6
Cc1c(C)c2c(OCC(=O)N3CCC(C(=O)O)CC3)cc3c(c2oc1=O)CCC(C)(C)O3 | 45.1*
CCCCC(=O)Nc1cccc(NC(=O)CC)c1 | 5.6
COC(=O)c1c(NC(=O)Cc2cccs2)sc(C(=O)N2CCCCC2)c1C | -7.4
Cc1ccc(Sc2c(C=O)c3ccccc3n2C)cc1 | -2.4
Cc1ccc(S(=O)(=O)N2CCOCC2)cc1C(=O)NCc1cn2ccsc2n1 | -8.9
COc1ccc(S(=O)(=O)N(Cc2ccccc2)Cc2nc(-c3ccccc3)no2)cc1 | -3.9
COc1cc(C2Nc3cccc4cccc(c34)N2)ccc1OC(C)=O | 3.1
Cc1c(Cl)cccc1NC(=O)C(=O)NNS(=O)(=O)c1ccc(F)cc1 | 0.3
COc1ccc2c(Cl)c(C(=O)NC3CCS(=O)(=O)C3)sc2c1 (stereo not drawn) | -1.1
CSc1nnc(-c2ccccc2Cl)n1N | 0.5
COc1ccc(C2/C=C\CC(NS(=O)(=O)c3ccc(C)cc3)CC(=O)N2Cc2ccccc2F)cc1 (stereo not drawn) | -3.6
O=C(O)/C(=C1\OC(=O)c2ccccc21)c1ccccc1 | -2.5
Cc1cc(C(=O)Nc2ccc3c(c2)CCC3)c2ccccc2n1 | -4.4
Cc1ccnc(N2CCCC(C(=O)Nc3cc(F)ccc3C)C2)n1 (stereo not drawn) | 8.9
C/C(=N/NC(=O)c1ccco1)c1cccc(NC(=O)c2ccc(C)o2)c1 | -0.8
COc1cccc(C2C(C#N)=C(N)Oc3cc(C)[nH]c(=O)c32)c1OC (stereo not drawn) | -3.3
Cc1cc(C)cc(NC(=O)N2CCC(NC(=O)c3ccccc3C)CC2)c1 | -10.6
COC(=O)Cn1ncc2c3ccccc3n(C)c2c1=O | 2.9
Cc1ccc(C)n1-c1ccc(-c2nnc3n2CCCCC3)s1 | -9.6
CCOc1ccc(-n2c(SCC(=O)NC(C)CC)nc3n[nH]c(C)c3c2=N)cc1 (stereo not drawn) | 7.5
O=C(Nc1nc2ccc([N+](=O)[O-])cc2s1)c1ccc(S(=O)(=O)N2CCCc3ccccc32)cc1 | -1.3
NC(=O)c1c(NC(=O)c2ccco2)sc2c1CCC2 | -3.0
N#C/C(=N\Nc1ccc(F)cc1)C(=N)N1CCCCC1 | 1.2
O=C1NC(=S)S/C1=C/c1ccc(N2CCOCC2)o1 | 0.0
Cc1c(Cl)cnc(NC(=O)CSc2nnc3ccccn23)c1Cl | -5.8
Oc1cc2ccccc2cc1-c1n[nH]c(=S)o1 | 5.0
Cc1ccc2cc(CN(CC3CCCO3)S(=O)(=O)c3c(C)ccc4nsnc34)c(=O)[nH]c2c1 (stereo not drawn) | -4.7

Continuation.
SMILES | ARNT TACC3 PPI
O=C(NCc1ccccn1)c1cn(CCc2ccccc2)nn1 | -0.6
Cc1cc(C)cc(NC(=O)CN2CCc3ccccc3C2)c1 | -5.5
COCCn1c(C)cc(C(=O)COC(=O)c2ccc(N3CCCC3=O)cc2)c1C | -6.2
CCOC(=O)c1c(C)n(C)c2ccc(OC)c(NC(=O)CN3CCN(C(=O)c4ccco4)CC3)c12 | -7.6
CCC(C)NC(=O)C1CCN(S(=O)(=O)c2cccnc2)CC1 (stereo not drawn) | -3.5

Four records drawn at random from the list so far, as already listed:
SMILES | ARNT TACC3 PPI
O=C(NCc1ccccn1)c1cn(CCc2ccccc2)nn1 | -0.6
CCC(C)NC(=O)C1CCN(S(=O)(=O)c2cccnc2)CC1 (stereo not drawn) | -3.5
Cc1cc(C)cc(NC(=O)CN2CCc3ccccc3C2)c1 | -5.5
COCCn1c(C)cc(C(=O)COC(=O)c2ccc(N3CCCC3=O)cc2)c1C | -6.2
